Screening results from PubChem BioAssay.
phage Ecoli inh: E. coli growth loss with phage present. growth absorbance. inhibition, % at 11.9 µM. 360,000 compounds, 0.26% hits; in the data active means inhibition above about 11%
Tat transport: blocks Tat-dependent protein export in E. coli; E. coli MC4100 TorA-mCherry Tat export, fluorescence; inhibition, % at 10 µM; 340,000 compounds, 0.036% hits; AID 488895;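 active means mean replicate inhibition at least 50% and at least half of replicates individually reaching 50%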;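 further: exported cargo escapes ClpAP degradation while cytoplasmic cargo is degraded and loses fluorescence; 0% = median of neutral control wells and 100% = median of NaSCN control wells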
Ecoli viability: reduces bacterial viability in AddAB counter-screen; 330,000 compounds, 0.27% hits; E. coli V3065 growth, OD600 absorbance, 18 h; AID 449728; inhibition, % at 11.9 µM;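 active means inhibition above the campaign's mean inhibition across all tested compounds plus 3 SD, cut at about 9.9% in these data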;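 further: uninfected addAB+ strain grown without phage in ampicillin broth; 0% = DMSO wells and 100% = ciprofloxacin 0.95 µg/ml wells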
SUMO Mot1 rescue: SUMOylation pathway inhibition by Mot1-301 growth rescue | S. cerevisiae Mot1-301 growth rescue, ATP luminescence, 38.5C; percent above DMSO median, 100 means doubled | 320,000 compounds, 1% hits | growth rescue, % at 18.8 µM | AID 2716;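 active means every valid replicate shows activation above 250% relative to neutral control wells; inactive means the rest, any valid replicate at or below 250%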;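 further: OY570 slx delta 5 strain wells were the positive control but not used for scaling; some compounds called inactive have numbers as strong as hits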
Pemphigus Ab inh: inhibitors of pemphigus antibody binding to human desmoglein-3; P32926; DSG3-coupled beads, scFv-anti-DSG3-GFP binding, flow cytometry; stronger effect = lower value; binding (percent of control), % at 10 µM; 310,000 compounds, 0.48% hits;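 active means binding more than 3 SD below its plate's average and above zero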; further: some compounds called inactive have numbers as strong as hits
Target sequence (P32926 whole entry, looked up): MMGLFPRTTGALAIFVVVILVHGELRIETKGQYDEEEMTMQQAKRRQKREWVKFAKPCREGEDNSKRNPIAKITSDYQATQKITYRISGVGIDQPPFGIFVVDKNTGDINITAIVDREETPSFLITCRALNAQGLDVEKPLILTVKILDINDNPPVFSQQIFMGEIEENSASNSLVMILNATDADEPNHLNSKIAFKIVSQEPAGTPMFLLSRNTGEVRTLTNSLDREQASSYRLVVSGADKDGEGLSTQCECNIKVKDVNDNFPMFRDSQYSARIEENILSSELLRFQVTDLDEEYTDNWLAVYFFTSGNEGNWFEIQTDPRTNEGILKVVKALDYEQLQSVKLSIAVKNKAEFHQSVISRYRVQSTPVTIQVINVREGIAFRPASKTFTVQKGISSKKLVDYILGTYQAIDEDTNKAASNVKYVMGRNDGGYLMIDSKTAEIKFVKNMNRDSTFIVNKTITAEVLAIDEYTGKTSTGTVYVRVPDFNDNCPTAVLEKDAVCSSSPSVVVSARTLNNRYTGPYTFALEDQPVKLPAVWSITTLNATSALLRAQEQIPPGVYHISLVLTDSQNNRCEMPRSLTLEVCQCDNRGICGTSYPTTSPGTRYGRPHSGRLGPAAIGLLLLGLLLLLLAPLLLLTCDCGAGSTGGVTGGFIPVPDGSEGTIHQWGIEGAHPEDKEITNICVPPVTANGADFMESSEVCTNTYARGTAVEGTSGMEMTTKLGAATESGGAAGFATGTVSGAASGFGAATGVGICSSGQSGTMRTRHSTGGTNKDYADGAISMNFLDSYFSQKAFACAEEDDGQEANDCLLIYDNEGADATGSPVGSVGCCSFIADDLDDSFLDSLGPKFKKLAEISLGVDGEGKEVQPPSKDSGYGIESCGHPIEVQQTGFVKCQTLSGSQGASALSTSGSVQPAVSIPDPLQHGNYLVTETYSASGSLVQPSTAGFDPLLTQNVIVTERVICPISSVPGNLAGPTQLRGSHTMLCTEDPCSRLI
Arrestin-AP2 inh: inhibitors of human beta-arrestin and AP2 interaction. FITC-arrestin peptide / GST-AP2 beads, flow cytometry; AP2 beta2 appendage carries R879A mutation. AID 504490. 340,000 compounds, 0.31% hits. inhibition, % at 10 µM;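 active means inhibition above a set limit, near 3 SD of compounds lacking own fluorescence, cut at about 54% in these data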;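 further: plate controls were DMSO wells for no effect and 5 µM unlabelled arrestin peptide for full effect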
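System: GST-tagged AP2 beta2-adaptin appendage (R879A) on 4 µm glutathione beads / Reagent: FITC-arrestin peptide, 50 nM / Detection: HyperCyt-sampled flow cytometry, FL1 channel, ex 488/em 535 nm / Timing: 12 min plus 1 h, RT / Buffer or medium: PBS plus Tween 20 (0.05%) and BSA (0.1%)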
AddAB inh: less growth of phage-infected E. coli with AddAB. inhibition, % at 11.9 µM. 330,000 compounds, 0.29% hits. AID 435030. E. coli expressing H. pylori AddAB, absorbance growth; in the data active means inhibition above about 12%;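 further: 0% = vehicle wells of infected cells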
OPRM1-OPRD1 ag: OPRM1-OPRD1 heterodimerization agonism | P35372+P41143 | cells, luminescence | activation, % at 9.3 µM | 340,000 compounds, 0.3% hits | AID 504326; in the data active means activation above about 18%;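 further: 0% = vehicle-treated cells and 100% = reference agonist; values of inactives mirror those of a sister screen read the other way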
OPRM1-OPRD1 inv: inverse agonists of human mu-delta opioid receptor heterodimerization. inhibition, % at 9.3 µM. P35372+P41143. AID 504357. 340,000 compounds, 0.21% hits. cell-based MOR-DOR heterodimer luminescence, inverse agonism; in the data active means inhibition above about 22%, passing the limit was not always enough;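 further: 0% = cells with DMSO and 100% = wells without cells with DMSO; values of inactives mirror those of a sister screen read the other way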
PKA-R1A act: activators of PKA-R1A complex; AID 504707; PKA-R1A dissociation, Cy5-IP20 fluorescence polarization; scaled: DMSO 0%, 113 µM cGMP 100%; 340,000 compounds, 0.083% hits; activation, % at 11.4 µM; P00514+P68181;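 active means percent activation above the mean of all tested compounds plus 3 SD, cut at about 19% in these data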;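 further: higher means more PKAc released from R1A so a rise in polarization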
PfHsp90 set2: reduces growth (ATP signal) of yeast expressing P. falciparum Hsp90; 310,000 compounds, 0.32% hits; S. cerevisiae expressing PfHsp90, BacTiter-Glo ATP, 48 h; yeast lacking PDR1 and PDR3 efflux regulators; AID 504621; inhibition, % at 9.4 µM;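 active means every replicate shows inhibition above about 80%, whatever the replicate mean, limit read from the data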;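 further: 0% = DMSO neutral controls and 100% = 20 µM radicicol positive controls; yeast relying on Plasmodium falciparum Hsp90 in place of its own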
Starred values were filed as active, the others as inactive; . = no result given. A portion of the library (hit frequency here may not be typical).

SMILES	phage Ecoli inh	Tat transport	Ecoli viability	SUMO Mot1 rescue	Pemphigus Ab inh	Arrestin-AP2 inh	AddAB inh	OPRM1-OPRD1 ag	OPRM1-OPRD1 inv	PKA-R1A act	PfHsp90 set2
CC(=O)OC1CC(OC2C(O)CC(OC3C(O)CC(OC4CCC5(C)C(CCC6C5CCC5(C)C(C7=CC(=O)OC7)CCC65O)C4)OC3C)OC2C)OC(C)C1OC1OC(CO)C(O)C(O)C1O (stereo unspecified)	0.8	-4	.	.	96	38	.	68*	-349	4	3
CCOC(=O)C1=Nc2ccccc2/C1=C\c1c(O)n(C)c(=O)n(C)c1=O	4.2	3	1.0	305	109	-23	0.0	-0.3	2	-5	3
CC(=O)O/C(=C1\CC2C3CC=C4CC(OC(C)=O)CCC4(C)C3CCC2(C)C1=O)C(F)(F)F (stereo unspecified)	1.6	-6	.	.	.	6	.	2.9	-14	-6	15
CC/C(=N\N1CCCCC1)c1c(O)[nH]c(=O)[nH]c1=O	2.9	5	-1.1	173	109	4	-3.1	-2.9	15	1	-13
COC(=O)C1=C(c2ccc(F)cc2OCc2ccccc2)C[C@@H]2CC[C@H]1N2C(=O)NCCOc1ccccc1	0.5	13	2.0	22	104	0	0.3	-1.1	6	11	6
CC(=O)c1c(C)[nH]c(C(=O)N2CCC3(CC2)OCCO3)c1C	0.6	1	-1.3	19	.	-3	0.6	-0.2	1	0	6
COCCNC(=O)CN1C(=O)CN=C(c2ccccc2)c2ccccc21	-0.2	-2	0.6	4	81	-12	0.7	-3.6	19	1	16
Cc1cccc(-c2nc3ccccc3c(=O)n2-n2cccc2)c1	-0.1	4	-0.8	-26	94	22	4.8	0.4	-2	0	-2
C=CCn1c(O)c(/C(C)=N/N2CCCCCC2)c(=O)[nH]c1=O	-0.2	-8	0.7	1	.	7	6.5	0.2	-1	-5	-8
O=C(CF)NC(NC(=S)Nc1ccccc1O)C(Cl)(Cl)Cl (stereo unspecified)	4.0	-3	0.3	-1	111	34	-0.2	6.0	-31	8	10
COc1cc(C(=O)N2C[C@H]3C[C@@H](C2)c2cccc(=O)n2C3)cc(OC)c1OC	-0.5	0	-2.0	-1	.	2	3.9	-1.5	8	2	-1
COC(=O)C1=C(c2cccc(OC)c2OC)C[C@@H]2CC[C@H]1N2C(=O)NCCNC(C)=O	1.3	2	0.5	-4	103	-7	1.9	-1.7	10	-10	19
CSc1ccc(CN2CCN(Cc3ccccc3Cl)CC2)cc1	2.4	7	1.9	180	100	11	3.0	6.9	-32	-1	18
Cc1cc(Cl)ccc1OCC(=O)O	4.9	1	0.4	6	105	6	1.6	-1.6	9	-11	10
O=P(O)(O)Cc1c(Cl)cccc1Cl	2.2	11	0.3	-9	90	-2	1.1	-0.9	6	1	-1
COc1ccc(C(=O)O)cc1OC	4.9	-12	.	.	.	-5	.	0.1	-1	-4	-27
O=C1NC(=O)N(CCC2=CCCCC2)C(=O)/C1=C/c1cccs1	-0.1	.	-1.3	-15	111	35	3.8	.	.	.	.
COc1ccc(C(=O)C2CCCN(Cc3ccc(C)s3)C2)cc1OC (stereo unspecified)	1.5	0	0.1	-1	101	13	-0.1	-1.8	9	-14	15
CN1CCN(c2ccc3c(c2)S(=O)(=O)c2ccccc2C3=O)CC1	1.4	4	-1.2	15	104	0	5.7	-3.5	16	-2	4
COc1ccccc1N1CCN(Cc2cccc(Br)c2)CC1	-2.8	-13	-1.0	-3	124	-3	3.7	2.7	-13	-1	0
COC(=O)C1=C(N)OC(C)=C(C(C)=O)C12C(=O)N(C)c1ccccc12 (stereo unspecified)	2.5	-4	2.9	-9	110	7	6.4	4.6	-23	-14	-3
C[C@H]1[C@@H](c2ccccc2)O[C@@H](c2ccccc2Br)N1C	4.5	4	0.5	6	100	-10	2.4	2.7	-16	-7	-6
COc1ccc(NC2=NCCCS2)cc1OC	0.4	0	0.1	-13	91	19	0.0	-1.4	9	-5	-23
COc1cccc(C2C([N+](=O)[O-])=C(N)Oc3c2c(=O)oc2ccccc32)c1 (stereo unspecified)	3.3	0	-0.9	6	92	-3	0.0	-0.3	2	-1	.
CSc1ccc(CN2CCN(C(=O)COc3ccc(C)cc3)CC2)cc1	3.8	10	-0.5	230	105	-4	3.1	-0.2	1	-13	-13
SMILES	phage Ecoli inh	Tat transport	Ecoli viability	SUMO Mot1 rescue	Pemphigus Ab inh	Arrestin-AP2 inh	AddAB inh	OPRM1-OPRD1 ag	OPRM1-OPRD1 inv	PKA-R1A act	PfHsp90 set2
COc1ccc(-c2cc(C(=O)N3CCC4(CC3)OCCO4)c3ccccc3n2)cc1	2.2	10	-2.2	-12	98	23	4.5	-1.9	11	4	20
CN1C(=O)N(C)C(=O)C(NS(=O)(=O)c2ccc(N)cc2)(c2ccccc2)C1=O	3.3	-11	.	.	106	7	.	1.5	-7	-8	-17
C=CCn1c(O)c(/C=C2/C=CC=N2)c(=O)[nH]c1=O	-0.4	-3	-0.3	222	96	15	0.1	-1.8	12	-6	9
CC12C=CC(=O)C=C1CCC1C2C(=O)CC2(C)C(=O)CCC12 (stereo unspecified)	-0.2	6	.	.	128	8	.	-2.9	15	4	16
CCOC(=O)c1c(C)c(P(=S)(N2CCOCC2)N2CCOCC2)n(C)c1C	0.1	-9	1.1	-3	101	-8	-0.3	-2.6	15	-2	8
CCN(N=Nc1nonc1OC)c1nonc1OC	1.4	-3	-1.1	.	.	-1	0.2	3.6	-21	1	.
CCOC(C(=O)OCC(O)CN(CC)CC)(c1ccccc1)c1ccccc1 (stereo unspecified)	1.1	1	-1.4	-12	.	1	0.6	-0.4	2	-2	21
CC(=O)O[C@H]1CC[C@@]2(C)[C@H](C1)C(=O)C[C@H]1[C@@H]3CC[C@@H]4[C@@H](CN5C[C@@H](C)CC[C@H]5[C@@]4(C)O)[C@@H]3C[C@@H]12	2.0	-3	-1.4	-2	103	15	0.9	-0.7	4	-18	-3
CCN1CCN(C(=O)Cc2coc3cc(C)cc(C)c23)CC1	1.2	11	0.9	-3	104	1	2.1	-2.5	15	-7	-11
CC(=O)CC(c1ccccc1[N+](=O)[O-])c1c(O)c2ccccc2oc1=O (stereo unspecified)	2.2	0	-1.2	0	110	16	-0.3	1.3	-6	-11	-2
c1ccc(C(c2ccccc2)c2ccncc2)cc1	2.0	-1	.	.	95	-1	.	-0.5	3	2	.
Cn1c(=O)cc(SCC(=O)N2CCC3(CC2)OCCO3)c2ccccc21	2.5	-4	0.8	4	.	-13	1.6	-2.4	14	7	5
CN(C)CCOC(=O)c1cn(Cc2ccccc2)c2ccccc12	1.9	0	-3.8	-11	.	-4	1.7	-2.5	10	-23	-16
COC(=O)C1=C(c2c(C)noc2C)C[C@@H]2CC[C@H]1N2C(=O)NCc1ccc(C(F)(F)F)cc1	-2.8	9	0.7	-1	103	-6	0.3	-2.1	12	-2	9
Cc1ccc(-n2c(O)c(C=NCc3cccnc3)c(=O)[nH]c2=O)cc1C	1.5	-1	-1.4	.	104	1	-1.2	-2.2	13	-4	41
S=P(N1CCOCC1)(N1CC1)N1CC1	2.7	4	.	.	88	6	.	0.2	-1	-9	-1
CCC(C)(O)C(=O)OC1C(=O)OC2CC3C(C)=CC(=O)C(O)C3(C)C3C4(O)OCC23C1C(C)C4O (stereo unspecified)	2.0	-1	.	.	115	8	.	-3.2	14	-6	-26
O=c1[nH]c(=S)[nH]c(O)c1N=Nc1ccc(OC(F)F)cc1	4.0	0	1.9	-7	101	50	3.7	-4.8	24	-16	34
S=C(NC1CCCCC1)N1CCC(c2cnc[nH]2)CC1	3.2	-9	-0.8	7	119	3	-1.4	-1.6	9	0	16
Cc1cccc(C(=O)Nc2ccc(Cl)cc2C(=O)c2ccccc2)c1	3.6	4	-1.5	30	98	9	-0.7	4.5	-24	3	.
O=P(c1ccccc1)(c1nc2ccccc2s1)N1CCOCC1 (stereo unspecified)	0.9	-6	-2.2	21	102	5	0.3	-4.4	23	0	.
Cc1nccc2c1[nH]c1ccc(Br)cc12	3.1	17	-0.3	-3	103	-1	3.4	3.0	-15	5	8
c1ccc2sc(N3CCNCC3)nc2c1	-4.3	-9	-0.1	-24	104	2	-0.1	-0.3	2	-7	7
Cc1ccc(-n2c(O)c(C=N)c(=O)n(-c3ccc(C)cc3)c2=O)cc1	1.5	-3	-0.2	-9	119	-7	1.0	-2.1	10	3	-7
N#Cc1ccc(NC(=O)CN2CCCC2)cc1Cl	3.3	8	-1.2	80	108	14	2.5	-1.1	6	-4	-6
SMILES	phage Ecoli inh	Tat transport	Ecoli viability	SUMO Mot1 rescue	Pemphigus Ab inh	Arrestin-AP2 inh	AddAB inh	OPRM1-OPRD1 ag	OPRM1-OPRD1 inv	PKA-R1A act	PfHsp90 set2
CN1C(=O)C(=Cc2sc(=O)n(-c3ccccc3)c2N(C)C)C(=O)N(C)C1=O	1.1	-13	-0.1	2	118	5	0.8	-3.1	16	6	-12
Cc1cc(/C=C2\C(=O)NC(=O)N(c3ccc(F)cc3)C2=O)c(C)n1-c1cccc(C(=O)O)c1	2.1	-2	1.2	8	98	-3	0.9	.	.	.	12
CCC(=O)Nc1cc(C(=O)N2CCC3(CC2)OCCO3)ccc1S(=O)(=O)c1ccc(C)cc1	2.3	-3	0.6	1	100	0	-1.9	-1.8	10	-9	14
CCC1(C)OC(c2ccccc2)=C/C(=C/C=C2C(=O)NC(=O)NC2=O)O1 (stereo unspecified)	1.4	-8	.	.	102	36	.	-1.5	8	1	2
Fc1ccccc1N1CCN(Cc2c(F)cccc2F)CC1	-2.1	-5	-1.9	-7	99	3	2.5	0.9	-5	-3	-5
CCC1CO/C(=C(\C(Cl)=C(Cl)Cl)[N+](=O)[O-])N1Cc1ccc(Cl)nc1 (stereo unspecified)	-0.1	-5	0.8	0	90	5	0.8	-1.9	9	2	7
CCOC(=O)c1ccc(NC(=O)c2c(O)[nH]c(=O)[nH]c2=O)cc1	1.7	-1	2.9	-17	97	2	-0.3	-1.3	8	-8	2
CC(C)CC1C(C#N)=C(N)Oc2c1c(=O)oc1ccccc21 (stereo unspecified)	2.5	-3	-1.5	267	101	8	2.0	0.2	-1	2	-23
CN1CCN(Cc2c(F)cccc2Cl)CC1	-1.5	-14	.	-3	124	11	.	-0.3	2	3	-26
Cc1cccnc1-n1c(C)nc2ccccc2c1=O	2.7	-5	1.2	7	102	10	-1.6	0.3	-2	-2	5
O=S(=O)(c1ccc(Cl)cc1)N1CCCCC1c1cccnc1 (stereo unspecified)	3.6	-4	0.0	240	100	40	3.5	-0.9	4	-5	20
COC(=O)C1=C(c2ccc(F)cc2OCc2ccccc2)C[C@@H]2CC[C@H]1N2C(=O)NCCOc1ccccc1Cl	0.1	0	2.5	4	98	-5	2.7	-1.4	7	-10	-2
